Screening results: PubChem, several laboratories
Insulin prom inh – inhibitors of insulin promoter-driven GFP, primary screen, imaging, TRM-6 cells (human fetal islet line), eGFP reporter, cell count. 0.9% of 130,000 active. inhibition, % at 2 µM. AID 1273, 2008. reporter expression induced with tamoxifen;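 active = inhibition above the mean plus 3 SD, with well images judged a real hit on visual review, cut at about 60% in these data, passing the limit was not always enough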
SDO1 yeast rescue – growth rescue of sdo1-depleted yeast, primary screen, S. cerevisiae, bone marrow failure model | S. cerevisiae sdo1-depleted JHY4D growth rescue, OD600 30 h; stronger effect = higher value; pdr5 snq2 efflux-pump mutant strain | 0.21% of 140,000 active | z-score at 10 µM;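 active = z-score above 3 at both the 24 hr and the 30 hr optical density reads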;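 also: z-score against mean and SD of all compound wells on the same plate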
SDO1 yeast rescue Rescue 24 h – second read-out of SDO1 yeast rescue, no call of its own (marks repeat the call); z-score; S. cerevisiae sdo1-depleted JHY4D growth rescue, OD600; measured here: growth rescue at 24 h;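 0 is the plate mean of compound wells and units are plate SD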
* marks the source's active call; other numbers are inactive results; i = inactive; nt = no result given; [ ] = remark or other dose.

Order of results – SDO1 yeast rescue Rescue 24 h, SDO1 yeast rescue, Insulin prom inh
> O=C(NC(=O)c1ccc(Cl)cc1)Nc1cc(N2CCCCC2)ncn1
 : nt, nt, 1
> Cc1ccc(O)c(NC(=O)c2ccco2)c1
 : -1.8, -0.73, -65
> CC/C(=N/NC(=O)c1ccc(Br)cc1)c1ccc(OCCN2CCOCC2)cc1
 : 0.19, 1, 56
> Nc1cccc(NC(=O)c2cccs2)c1
 : 0.15, 0.3, -38
> COc1ccc(-c2cnc[nH]2)cc1
 : nt, nt, 28
> Cc1ccc(-n2nc3c(c2NC(=O)c2ccc4c(c2)OCO4)CSC3)c(C)c1
 : 0.71, 0.43, -27
> CCC(C)C(NC(=O)C(N)CC(C)C)C(=O)NC(CCC(=O)OCc1ccccc1)C(N)=O (configuration not stated)
 : -0.62, -0.01, -57
> O=C(OCC(=O)N1CCN(C(=O)c2ccco2)CC1)c1cc(-c2ccc(F)cc2)nc2ccccc12
 : -0.72, -1.7, nt
> CC(C)C(NC(=O)c1ccc(Cl)cc1)C(=O)NC1=NCCS1 (configuration not stated)
 : 0.46, 0.93, 62
> CN(C)C(=O)c1ccccc1Sc1ccc(Cl)cc1Cl
 : 1.2, 1.3, -63
> COc1ccccc1OC(=O)c1ccc2nsnc2c1
 : 0.08, -0.01, 39
> Cc1nnc(NCCc2ccccc2)n(N)c1=O
 : -0.92, -0.08, 11
> CSc1ccc(S(=O)(=O)NC2CCCCCC2)cc1
 : -2, -2.8, 14
> CCc1ccccc1N(C)S(=O)(=O)c1ccc2[nH]cc(C(=O)N3CCc4ccccc43)c(=O)c2c1
 : -0.88, -0.23, 21
> COc1ccc(S(=O)(=O)N2CCOCC2)cc1NC(=O)COC(=O)c1ccc(C)s1
 : nt, nt, 11
> O=C(Nc1ccc(F)cc1F)NC1CC1
 : nt, nt, 20
> Cc1ccc(-n2ncc3c(NCc4ccc5c(c4)OCO5)ncnc32)c(C)c1
 : 5.5*, 14*, 56
> COC(=O)Cc1cc(=O)n2[nH]cnc2n1
 : -0.77, -0.56, 30
> CCN1C(=O)C(C)S/C1=N\S(=O)(=O)c1ccc(F)cc1 (configuration not stated)
 : 0.22, 0.82, 6
> Cn1cnnc1SCC(=O)Nc1ccc(Br)cc1F
 : -0.33, 0.33, 24
> CCc1nnc(NC(=O)c2ccc(-c3cccc(C(F)(F)F)c3)o2)s1
 : -0.37, -1.5, -11
> CSCc1ccc(C(=O)NCc2ccc(C)cc2)cc1
 : -0.6, -0.86, -7
> O=C(CCc1nc2ccccc2c(=O)[nH]1)OCc1nnc(-c2ccccc2)o1
 : -1.1, -0.72, nt
> O=C(Nc1cccc(C(F)(F)F)c1)C1(c2ccccc2)CC1
 : 0.75, 0.3, 33
> COc1cc(OC)c(NC(=O)Cn2cccc2)cc1Cl
 : 0.08, -0.06, nt
> CCOC(=O)/C(C#N)=C\c1ccc2c(c1)OCO2
 : nt, nt, -22
> COc1cc2c(cc1OC)C1(NCC2)C(=O)Nc2ccccc21 (configuration not stated)
 : 0.19, 0.35, nt
> CCN1CCN(S(=O)(=O)c2ccc3ccccc3c2)CC1
 : -0.44, -0.29, -43
> O=C(O)C1CCCCC1C(=O)Nc1cccc(Cl)c1Cl (configuration not stated)
 : 1.8, 1, -42
> O=C(Oc1ccc(C(=S)N2CCOCC2)cc1)c1ccccc1
 : nt, nt, 6

Arranged by value in Insulin prom inh (smallest number first): three from the list above.
Order of results – SDO1 yeast rescue Rescue 24 h, SDO1 yeast rescue, Insulin prom inh
> Cc1ccc(-n2nc3c(c2NC(=O)c2ccc4c(c2)OCO4)CSC3)c(C)c1
 : 0.71, 0.43, -27
> COc1ccccc1OC(=O)c1ccc2nsnc2c1
 : 0.08, -0.01, 39
> Cc1ccc(-n2ncc3c(NCc4ccc5c(c4)OCO5)ncnc32)c(C)c1
 : 5.5*, 14*, 56

Additional structures follow:
Order of results – SDO1 yeast rescue Rescue 24 h, SDO1 yeast rescue, Insulin prom inh
> Cc1csc(NC(=O)CSc2nnc(CCNC(=O)c3ccc(Cl)c(Cl)c3)n2C)n1
 : -0.41, -0.18, -26
> COc1ccccc1NC(=O)Nc1ccc(C(N)=O)cc1
 : nt, nt, 0
> O=C(Cc1ccccc1)Nc1nnc(-c2ccco2)o1
 : nt, nt, -89
> COc1cccc(/C=C/C(=C2/C(=O)N(c3ccccc3)N=C2C)c2ccccc2)c1OC
 : 0.93, -0.17, nt
> CCOc1ccc(C2CC(c3ccc(OC)cc3)n3ncnc3N2)cc1 (configuration not stated)
 : 2.2, 2.2, nt
> COc1cccc(/C(O)=C2/C(=O)C(=O)N(CCN3CCOCC3)C2c2cccnc2)c1 (configuration not stated)
 : 0.87, 0.98, i
> CCCC(=O)Nc1ccc(NC(=O)c2ccco2)cn1
 : 1.2, 1, nt
> Cc1[nH]n(-c2ncc(-c3ccc(Cl)cc3)s2)c(=O)c1C(c1ccc(Cl)cc1)C(C#N)C#N (configuration not stated)
 : -0.83, -0.91, -14
> COC(=O)C1=C(C)N(CCc2c[nH]c3ccccc23)C(=O)C1
 : nt, nt, -20
> CC(C)n1c2ccccc2c2nc3ccccc3nc21
 : -0.86, -1.7, -7
> CC1CN(S(=O)(=O)c2cccc(C(=O)OCc3cc(=O)oc4cc(O)ccc34)c2)CC(C)O1 (configuration not stated)
 : 1.4, 1.2, -55
> O=C1c2cccc3cccc(c23)C(=O)N1CCN1CCN(CC(O)COc2ccccc2)CC1 (configuration not stated)
 : 1.1, 1.1, nt
> O=C1N/C(=N/NC(=O)c2cccc3ccccc23)S/C1=C\c1ccccc1OCc1ccccc1
 : -0.59, -1.7, nt
> CCOc1ccc(NC(=O)CN2CCN(S(=O)(=O)c3ccc(Cl)cc3)CC2)cc1
 : -0.37, -0.68, -45
> O=C(CSc1ccc2nnc(CCNS(=O)(=O)c3ccccc3)n2n1)Nc1nc2ccccc2s1
 : 0.16, 0.76, -40
> Cc1ccccc1N1CCN(C2=NC(=O)/C(=C/c3cn[nH]c3-c3ccccc3)S2)CC1
 : 0.17, -0.37, -12
> Cc1ccc([N+](=O)[O-])cc1NC(=O)C(Sc1ccccc1)c1ccccc1 (configuration not stated)
 : 0.3, -0.04, -80
> CN(C)S(=O)(=O)c1ccc(C(=O)Nc2cc(S(=O)(=O)Nc3ccccc3Cl)ccc2N2CCCCC2)cc1
 : 0.31, -0.63, 15
> O=C(N/N=C/c1ccc[nH]1)c1ccc(Cl)cc1
 : -0.14, 0.31, -43
> Cc1cccc(CC2CC(=O)N(c3ncccn3)C2=O)c1 (configuration not stated)
 : 1, 1.5, 10
> COc1cccc(C(=O)OCCN(C)C(C)(C)C)c1
 : -0.51, 0.22, 2
> Nc1cc(=O)[nH]c(SCC(=O)N2CCc3ccccc3C2)n1
 : -0.35, 0.13, 23
> CC(C)C(OC(=O)c1cccc(S(=O)(=O)NCC(F)(F)F)c1)C(=O)NC(N)=O (configuration not stated)
 : nt, nt, 11
> COc1ccc(C2C(C(C)=O)=C(O)C(=O)N2c2nccs2)cc1 (configuration not stated)
 : 0.25, 0.86, -5
> COc1cccc(-c2nc(-c3ccccc3)[nH]c(=O)c2C#N)c1
 : 0.33, 0.98, nt
> O=[N+]([O-])c1cc2c(c(CSc3nnnn3-c3ccc(O)cc3)c1)OCOC2
 : -0.12, 0.25, -29
> CC1C/C(=N/NC(=O)c2cccs2)CC(C)(C)C1 (configuration not stated)
 : -0.68, 0.4, -7
> c1ccc(N2CCN(c3nc4cc5c(cc4s3)OCCO5)CC2)cc1
 : -0.96, -0.86, nt
> Cc1ccc(-c2csc3ncnc(-n4nc(C)cc4N)c23)cc1
 : -0.83, -0.12, nt
> CCOC(=O)C1CCN(C(=O)c2ccccc2NC(C)=O)CC1
 : -0.78, 0.01, 6
> CCc1[nH]nc2c1C(c1ccc(Br)s1)C(C#N)=C(N)O2 (configuration not stated)
 : -1.3, -1.6, -34
> CCCC(C(=O)N1CCOCC1)N1C(=O)C2C3C=CC(C3)C2C1=O (configuration not stated)
 : -0.3, -0.5, nt
> CC(=O)Nc1cccc(NC(=O)c2cc3ccccc3o2)c1
 : 0.05, -0.78, nt
> O=C(CSc1nc2[nH]ncc2c(=O)[nH]1)NCc1ccccc1
 : -1.4, -1.2, 20
> c1ccc(Oc2cccc(CN3CCCCC3)c2)cc1
 : -0.4, -0.3, -23
> O=C(O/N=C(/c1ccccc1)c1ccncc1)c1cccc(F)c1
 : nt, nt, 29
> c1ccc(Oc2cccc(OCCCn3cncn3)c2)cc1
 : 1.1, 0.4, 40
> CCN(C(=O)CCCC(=O)N(CC)c1ccccc1)c1ccccc1
 : -0.33, -0.82, -75
> COc1ccc2ccccc2c1C(O)c1nccn1C (configuration not stated)
 : 0.45, -0.08, nt
> Cc1onc(-c2ccccc2Cl)c1C(=O)Nc1ccc(-c2cn3cccnc3n2)cc1
 : 0.15, -0.21, -55
> Cc1cnc(NC(=O)CSC(=S)N2CCOCC2)s1
 : nt, nt, 3
> CCOCCCN1C(=O)CN(C2CCCCCC2)C(=O)C1c1ccc(OC)cc1 (configuration not stated)
 : -1, -0.96, -33
> CCOC(=O)NC(=O)C(=CNc1ccc(C)cc1)C(=O)NC(=O)OCC
 : 0.58, 0.81, -8
> CC(NS(=O)(=O)c1ccccc1)C(=O)Nc1nccs1 (configuration not stated)
 : 0.05, 0.76[9.6 µM], 0
> CC1(C)CC(=O)C2=C(C1)NC(SCC(N)=O)=C(C#N)C21CCCCC1
 : 0.02, -0.28, -12
> COC(=O)Cc1ccc(NC(=S)NCC(C)C)cc1
 : 0.79, 0.75, nt
> CCOc1ccc2nc(NCCCNS(=O)(=O)c3ccc(C)cc3)c(C#N)cc2c1
 : 1.7, 1.6, 19
> CCS(=O)(=O)N1CCCC(C(=O)NCCc2ccc(OC)c(OC)c2)C1 (configuration not stated)
 : -0.27, 0.37, -295
> COc1ccccc1NC(=O)C(CC=C(Cl)Cl)C(C)=O (configuration not stated)
 : -0.68, 0.31, 23
> CCc1ccc(N(C(C)=O)C2C=CS(=O)(=O)C2)cc1 (configuration not stated)
 : -0.81, -0.25, -120

Random excerpt: 5 records from the list, in no set order.
Order of results – SDO1 yeast rescue Rescue 24 h, SDO1 yeast rescue, Insulin prom inh
> CCOc1ccc2nc(NCCCNS(=O)(=O)c3ccc(C)cc3)c(C#N)cc2c1
 : 1.7, 1.6, 19
> CCOC(=O)NC(=O)C(=CNc1ccc(C)cc1)C(=O)NC(=O)OCC
 : 0.58, 0.81, -8
> COc1ccccc1NC(=O)C(CC=C(Cl)Cl)C(C)=O (configuration not stated)
 : -0.68, 0.31, 23
> CCS(=O)(=O)N1CCCC(C(=O)NCCc2ccc(OC)c(OC)c2)C1 (configuration not stated)
 : -0.27, 0.37, -295
> CC(NS(=O)(=O)c1ccccc1)C(=O)Nc1nccs1 (configuration not stated)
 : 0.05, 0.76[9.6 µM], 0

Additional results.
Order of results – SDO1 yeast rescue Rescue 24 h, SDO1 yeast rescue, Insulin prom inh
> CCN(CC)S(=O)(=O)c1cccc(C(=O)NC(C(=O)NC2=NCCS2)C(C)C)c1 (configuration not stated)
 : -0.01, 0.57, -14
> Cc1ccc(S(=O)(=O)N(C(=O)c2ccco2)c2cc3sc(=O)oc3c3ccccc23)cc1
 : 0.72, -0.49, -17
> COc1ccc(-c2nc3n(c(=O)c2C#N)CCCS3)cc1
 : -0.63, -1.4, -17
> COc1ccccc1[C@@H]1C(c2ccc(F)cc2)=NN(c2ccccc2)[C@H]1C(=O)N1CCOC1=O
 : -0.43, -1.2, 27
> Cc1nc2c(=O)n(C)c(=O)[nH]c2n1Cc1ccccc1
 : 0.88, 1.3, 64
> Cn1c(SCC(=O)NC2CCCCC2)nnc1-c1cc2ccccc2o1
 : -0.29, -0.37, -11
> NC(=O)c1ccc(-n2nnnc2SCC(=O)Nc2ccccc2-c2ccccc2)cc1
 : 2, 1.3, -25
> CC(C)N(CCNC(=O)C1CCC(=O)N1Cc1ccc(F)cc1)Cc1ccccc1 (configuration not stated)
 : 1, 1.2, nt
> CC(C)(C)c1ccc(OCCC(=O)Nc2cccc(S(=O)(=O)N3CCCCC3)c2)cc1
 : 0.31, 0.03, -46
> OC(COc1ccccc1Cl)CN1CCN(CC(O)COc2ccccc2Cl)CC1 (configuration not stated)
 : -1, -0.72, nt
> CC(=O)NCC(=O)OCc1ccc([N+](=O)[O-])cc1
 : -0.8, 0.12, 59
> O=C(CSc1nc2ccccc2s1)Nc1ccc2c(c1)oc1ccccc12
 : 1.3, 0.25, 48
> CC(C)C(NC(=O)C1CCCCC1)C(=O)NC1CCN(Cc2ccccc2)CC1 (configuration not stated)
 : 0.69, 0.92, -100
> O=C(NCc1ccc2c(c1)OCO2)C1CCCN(C(=O)c2ccc(Cl)cc2)C1 (configuration not stated)
 : 0.42, 0.74, -23
> O=C(O)Cn1nnn(-c2ccccc2)c1=S
 : 0.51, 0.73, -11
> Cc1cc(N=Cc2cc(Br)ccc2O)no1
 : -0.28, -0.39, -18
> Cc1ccccc1NC(=O)Cn1nnc(-c2ccc(N3CCOCC3)cc2)n1
 : 2, 0.07, 0
> Cc1c(NC(=O)CN2CCCc3ccccc32)c(=O)n(-c2ccccc2)n1C
 : -0.16, 0.47, 0
> COc1ccc(Cc2nc3c4c(ncn3n2)Oc2ccc3ccccc3c2C4c2ccc(OC)c(OC)c2)cc1 (configuration not stated)
 : 0.88, -0.03, nt
> COc1ccc(-n2c(SCC(=O)N3CCCCC3)nc(O)cc2=O)cc1
 : -0.12, 1.2, -108

Not all compounds are listed; rates above refer to the full screens.
